Growth percent in the NCI-60 one-dose screen (48 h, 10 µM unless noted): 100 = growth as untreated, 0 = no growth, -100 = all killed.
HOP-62 = HOP-62 NSCLC. actives 3.9% (n = 80,000). AID 1794735
UACC-62 = UACC-62 melanoma. actives 5.4% (n = 81,000)
EKVX = EKVX NSCLC. actives 3% (n = 71,000)
M14 = M14 melanoma. AID 1794745. actives 6.2% (n = 80,000)
A549/ATCC = A549/ATCC NSCLC | AID 1794740 | actives 3.7% (n = 81,000)
CCRF-CEM = CCRF-CEM leukemia; actives 7% (n = 77,000); AID 1794778
RPMI-8226 = RPMI-8226 leukemia cells; AID 1794781; actives 7.5% (n = 77,000)
HOP-92 = HOP-92 NSCLC cells; actives 6.3% (n = 71,000)
* hit, by the source's call; nt = no result given; & = joins results of further samples; ! = not active in a repeat. The calls were made as follows: active = growth percent below 10; inactive = the rest.

Values run as follows: CCRF-CEM, HOP-62, RPMI-8226, A549/ATCC, M14, EKVX, UACC-62, HOP-92
CC(O)C(NC(=O)OCc1ccccc1)C(=O)NCC(=O)NCC(=O)OCc1ccccc1 (configuration not stated)
  nt, 92, 102, 99, 107, nt, 108, 79
CC(C)=CCc1cc(O)cc2c1OC(C=C(C)C)C1=C2C(=O)C2=C(C1=O)S(=O)(=O)CCN2 (configuration not stated)
  -12*, 35, 51, 70, 28, 50, 9.1*, nt
CCOC(=O)OC(C)OC(=O)C1N2C(=O)C(NC(=O)[C@H](N)c3ccccc3)C2SC1(C)C (some centres not stated)
  97, 103, 101, nt, 100, 99, 100, 85
CCNc1nc2ccccc2c2c(=O)c3cc(C)ccc3sc12
  95, 100, nt, 97, 107, 88, 89, 91
N#Cc1c(Cl)cccc1N1CCSCC1
  91, 86&85, 104&97, 89&88, 111&106, 50, 83&101, 92&83
O=C(O)C(c1ccccc1)N1C(=O)/C(=C/C2=Cc3ccccc3OC2)SC1=S (configuration not stated)
  98, 93, 99, 98, 95, 94, 95, 102
Cc1c(C(=O)NCCCC(=O)NO)sc2ncnc(Nc3ccc(Cl)cc3)c12
  108, 103, 104, 104, 108, 91, 99, 112
COC(=O)C1=C/C(=N\c2nc(O)c(-c3c(O)n(Cc4ccc(Cl)cc4)c4ccc(OC)cc34)s2)C=CC1=O
  100, 84, 97, 97, 98, 93, 88, 78
CS(=O)(=O)Nc1nc2ccccc2[nH]1
  109, 96, 94, 94, 104, 103, 97, 86
N#CC1(C#N)C(/C=C/c2ccco2)OC23CCCCC2C1(C#N)C(=N)O3 (configuration not stated)
  92, 98, 103, 102, 97, 96, 95, 110
Clc1cc(Cl)c(I)c(Cl)c1
  103, 92, 97, 100, 101, 107, 97, 80
O=C1c2ccccc2-c2cn(Cc3ccccc3)c3cccc(c23)C1c1ccccc1 (configuration not stated)
  73, 102, 76, 92, 91, 99, 81, 84
O=C(O)c1ccc(Oc2ccc(C(=O)O)cc2)cc1
  122, 98, 116, 101, 95, 110, 106, 120
O=C(CN1N=C(c2ccc(F)cc2)CCC1=O)Nc1nc2ccccc2s1
  -72*, -24*, 27, -49*, 41, 24, 80, -77*
COc1ccc(NC2CCC(=O)N2c2cc(Cl)cc(Cl)c2)cc1 (configuration not stated)
  83, 92, 90, 82, 93, 98, 72, 86
Cc1ccc(N(CC(=O)O)S(=O)(=O)c2ccccc2)c(C)c1Cc1cccc(Br)c1
  98, 98, 104, 111, 113, 101, 99, 98
Cc1c(O)c(=O)ccn1Cc1nc2ccccc2s1
  45, 26, 75, 50, 54, 46, 65, 90
O=c1ccn(C2CC(O)C(O)C(CO)O2)c(=O)[nH]1 (configuration not stated)
  7.4*, 107, 86, 118, 105, 110, 105, 121
Cc1nc2cnc(N)c(C#Cc3cncc(C(=O)Nc4ccc(Cl)c(C(F)(F)F)c4)c3)c2nc1C
  23, 57, -10*, 57, 30, 82, 40, -24*
COc1cc2c(cc1OC)-c1c(OC)c(OC)cc3c1C(C2)OCC3 (configuration not stated)
  73, 81, 64, 77, 90, nt, 87, nt
CCN(SSN(CC)S(=O)(=O)c1ccc(C)cc1)S(=O)(=O)c1ccc(C)cc1
  68, 107, 105, 106, 100, nt, 101, nt
CN(C)c1ccc(NC(=O)[C@@H]2CCC(=O)N2C)cc1
  97, 98, 99, 72, 92, 97, 97, 80
Cc1[nH]c2ncnc(Nc3ccc(NC(=O)Nc4cccc(Cl)c4)c(F)c3)c2c1C
  91, 98, nt, 105, 94, 108, 85, 95
NC1=NC2(CCCC2)N(c2ccc(S(=O)(=O)Nc3nccs3)cc2)C(N)=N1
  96, 110, 94, 104, 108, 99, 99, 113
Cn1c(O)c(N=NC(=O)c2ccncc2)c2ccccc21
  105, 108, 105, 102, 99, 88, 101, 110
Cc1ccc2oc(=O)cc(-c3sc(N4CCOCC4)nc3-c3ccccc3)c2c1
  84, 82, 77, 94, 98, 88, 83, 84
COc1ccc(CCN2C(=O)/C(=C/c3ccc(C4Oc5ccccc5C5CC(c6cccc(OC)c6)=NN54)cc3)SC2=S)cc1 (configuration not stated)
  99, 100, 103, 103, 97, 94, 102, 96
CN(C)CC/C=C1\c2ccccc2CN(C)c2ccccc21
  102, 100, 99, 112, 98, 122, 100, 89
CCCCCCc1cn(C(C)c2ccc(OC)c(OC3CCCCC3)c2)nn1 (configuration not stated)
  79, 121, 66, 90, 100, nt, 68, 78
O=C1NC(=O)/C(=C/c2ccc(Cl)cc2Cl)N1
  92, 99, nt, 101, 121, 77, 102, 81

Arranged by molar mass (lowest first): 3 of the compounds above
Values run as follows: CCRF-CEM, HOP-62, RPMI-8226, A549/ATCC, M14, EKVX, UACC-62, HOP-92
N#CC1(C#N)C(/C=C/c2ccco2)OC23CCCCC2C1(C#N)C(=N)O3 (configuration not stated)
  92, 98, 103, 102, 97, 96, 95, 110
CCCCCCc1cn(C(C)c2ccc(OC)c(OC3CCCCC3)c2)nn1 (configuration not stated)
  79, 121, 66, 90, 100, nt, 68, 78
Cc1ccc(N(CC(=O)O)S(=O)(=O)c2ccccc2)c(C)c1Cc1cccc(Br)c1
  98, 98, 104, 111, 113, 101, 99, 98

Continued:
Values run as follows: CCRF-CEM, HOP-62, RPMI-8226, A549/ATCC, M14, EKVX, UACC-62, HOP-92
CS(=O)(=O)c1ccc(-c2cc3c(Nc4ccc(F)c(Cl)c4)ncnn3c2)cn1
  71, 107, 49, 83, 85, 91, 107, 99
CC1(C)CC(=O)C(/C=N/C(=S)Nc2ccc(S(N)(=O)=O)cc2)=C(O)C1
  112, 96, 106, 107, 105, 103, 103, 102
Cc1nc2ccccc2n(C)c1=O
  130, 82, 111, 86, 100, 102, 95, 98
c1ccc(-c2cc(-c3c[nH]c4ccccc34)c3ccccc3n2)cc1
  68, 143, 43, 99, 92, 83, 91, 103
NS(=O)(=O)c1ccc(-n2nc(-c3ccccc3)ccc2=O)cc1
  96, 102, 109, 112, 118, 118, 90, 97
FC(F)(F)c1ccc(-c2cncnc2NCCCC(F)(F)C(F)(F)C(F)(F)C(F)(F)C(F)(F)C(F)(F)C(F)(F)C(F)(F)F)cc1
  94, 87, 81, 99, 94, nt, 115, 70
COc1ccc(NCc2nnc(-c3ccc(OC)cc3)o2)cc1
  96, 76, 97, 68, 97, 86, 83, 88
CN(C)C(=S)Sc1nsc(SC(=S)N(C)C)n1
  97, 120, 91, 97, 93, 92, 95, 113
S=C1NCCS1
  102, nt, 95, 100, 96, nt, 96, 99
Nc1cc2ccccc2c(O)c1O
  20, 77, 13, 97, 93, 83, 91, 84
Cn1c(=O)c2nc(CC(=Nc3ccc(Cl)cc3)c3ccccc3)c(=O)[nH]c2n(C)c1=O
  86, 100, 84, 86, 87, 84, 45, 80
Cc1ccc(/C(=C/c2ccc([N+](=O)[O-])cc2)C(=O)O)cc1
  95, 111, 97, 103, 109, nt, 97, 98
O=C1CN(/N=C/c2ccc([N+](=O)[O-])o2)C(=O)N1
  61, 105, 91, 104, 93, 99, 99, 40
N#CN(Cc1ccccc1)Cc1ccccc1
  109, 105, 111, 108, 109, 111, 94, 89
COc1cc2oc(-c3cccc(C(=O)Nc4ccc(Cl)cc4)c3)cc(=O)c2c(OCCNC(=O)[C@@H](N)Cc2ccccc2)c1OC
  108, 133, 106, 105, 104, 102, 98, 103

In a second layout: results already given
mol: FC(F)(F)c1ccc(-c2cncnc2NCCCC(F)(F)C(F)(F)C(F)(F)C(F)(F)C(F)(F)C(F)(F)C(F)(F)C(F)(F)F)cc1
  CCRF-CEM = 94
  HOP-62 = 87
  RPMI-8226 = 81
  A549/ATCC = 99
  M14 = 94
  EKVX = nt
  UACC-62 = 115
  HOP-92 = 70

mol: Cc1nc2ccccc2n(C)c1=O
  CCRF-CEM = 130
  HOP-62 = 82
  RPMI-8226 = 111
  A549/ATCC = 86
  M14 = 100
  EKVX = 102
  UACC-62 = 95
  HOP-92 = 98

mol: CC1(C)CC(=O)C(/C=N/C(=S)Nc2ccc(S(N)(=O)=O)cc2)=C(O)C1
  CCRF-CEM = 112
  HOP-62 = 96
  RPMI-8226 = 106
  A549/ATCC = 107
  M14 = 105
  EKVX = 103
  UACC-62 = 103
  HOP-92 = 102

(cont.)
Values run as follows: CCRF-CEM, HOP-62, RPMI-8226, A549/ATCC, M14, EKVX, UACC-62, HOP-92
CCN(CC)C(=O)c1c2c(n3ccccc13)C(=O)c1ncccc1C2=O
  106, 53, 79, 97, 91, 100, 79, 101
Cn1c2c(c3ccc(Cl)c(Cl)c31)CCn1c-2nc2ccccc2c1=O
  29, 105, 99, 46, 103, 108, 100, 51
CCOC(=O)c1sc(NC(=O)COc2ccc(/C=C3\Cc4ccc(Cl)cc4C3=O)cc2)nc1C
  101, 109, 96, 104, 107, 111, 93, 92
COc1ccc(-c2cc(-c3cccnc3)nc(SCC(=O)c3ccc(Cl)cc3)c2C#N)cc1OC
  86, 89, 72, 89, 102, nt, 97, 19
Cc1ccc(OCC(COc2ccc(C)cc2)OCCN(C)C)cc1
  82, 96, 84, 90, 98, 90, 87, 67
NC1=NN(c2ccccc2)C2=NC(=O)NC(c3ccccc3)C12 (configuration not stated)
  95, 104, nt, 100, 89, 82, 82, 91
O=C(Nc1ccc(Br)cc1)c1cc(Br)ccc1O
  3.7*!, -5.5*!, -8.2*!, 15&15, 8.1*, 14&11, -28*, -12*
Fc1ccc(CNc2c3ccccc3nc3ccccc23)cc1
  26, 43, -0.4*, 24, 34, 36, 50, 17
COC(=O)C(C#N)(C#N)C1N2CN3CN(C2)CN1C3 (configuration not stated)
  102, 90, 105, 102, 106, 90, 95, 95
CCn1c(=S)sc2c(Nc3ccc(F)cc3)nc(-c3cccnc3)nc21
  102, 48, 88, 49, 74, 81, 57, 18
O=C(C/C(=C/c1ccccc1[N+](=O)[O-])c1nc(=S)[nH][nH]1)c1ccc(Cl)c(Cl)c1
  87, 91, 85, 96, 101, 79, 73, 87
O=C(Nc1ccccc1)C1CN(Cc2ccc(F)cc2)CCS1 (configuration not stated)
  91, 98, 98, 104, 95, 95, 91, 107
CC(C)=NOC(C)C(=O)O (configuration not stated)
  103, 110, 111, 99, 94, 96, 89, 73
NC(N)=Nc1cccc(Oc2ccc(N=C(N)Nc3ccc(Br)c(C(F)(F)F)c3)cc2)c1
  70, 82, 60, 62, nt, 71, 61, 48
O=c1cc(-c2nccc3c2[nH]c2ccccc23)c2ccc(O)cc2o1
  109, 89, 109, 105, 95, 89, 82, nt
COc1ccc(C2=NN(c3ccc(S(N)(=O)=O)cc3)C(=O)CC2)cc1
  89, 85, 24, 71, 99, 94, 75, 82
